Screening results: PubChem, Sanford-Burnham Center for Chemical Genomics
SENP8 block-1: human SENP8 protease inhibitors, primary screen, biochemical, fluorescence, Nedd8 protein substrate, uHTS | Sentrin-specific protease 8 (Homo sapiens), Q96LD8 | recombinant SENP8 | inhibition, % at 20 µM | 360,000 compounds, 0.64% hits | AID 602440, 2012; in the data active = inhibition mostly above about 40%, no sharp cut-off; inactive = mostly below about 27%
Target sequence (Q96LD8 whole entry, looked up): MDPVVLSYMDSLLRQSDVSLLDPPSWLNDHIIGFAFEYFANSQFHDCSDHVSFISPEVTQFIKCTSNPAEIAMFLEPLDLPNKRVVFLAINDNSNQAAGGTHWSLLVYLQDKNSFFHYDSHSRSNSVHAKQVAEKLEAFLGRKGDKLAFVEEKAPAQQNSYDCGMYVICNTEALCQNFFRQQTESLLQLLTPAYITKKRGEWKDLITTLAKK
SENP1 inh: human SENP1 catalytic domain inhibitors, primary screen, biochemical, FRET, uHTS. AID 624204, 2012. recombinant SENP1 catalytic domain, CyPet-SUMO1-YPet FRET cleavage. inhibition, % at 10 µM. 360,000 compounds, 0.21% hits. Sentrin-specific protease 1 (Homo sapiens), Q9P0U3;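 active = inhibition at least 30% at 10 µM, raw YFP signal under a set limit, fluorescence ratio 0.5 to 1.5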;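 also: 0% = enzyme with DMSO and 100% = no enzyme wells; some results filed as inactive read as strong as hits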
Target sequence (Q9P0U3 419-644 limits assumed): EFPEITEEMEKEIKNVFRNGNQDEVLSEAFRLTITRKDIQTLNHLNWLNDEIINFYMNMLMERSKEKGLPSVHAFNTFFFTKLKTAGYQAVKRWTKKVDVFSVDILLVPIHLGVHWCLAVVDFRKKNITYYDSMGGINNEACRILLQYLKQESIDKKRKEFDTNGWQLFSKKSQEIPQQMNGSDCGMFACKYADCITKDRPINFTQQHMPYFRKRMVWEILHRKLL
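Test system: hSENP1 catalytic domain, recombinant; Amount: 20 pM final SENP1 enzyme; Medium: Tris pH 8 buffer plus EDTA, NaCl, BME, BSA, NP40, catalase; Schedule: 50 min enzyme reaction, room temperature, light-protected; Technique: FRET fluorescence in CFP and YFP emission channels; Controls: no-enzyme wells low, DMSO-plus-enzyme wells high control.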
SENP7 inh: SENP7 protease inhibitors, primary screen, biochemical, luminescence, uHTS | Sentrin-specific protease 7 (Homo sapiens), Q9BQF6 | recombinant SENP7, Z-RLRGG-aminoluciferin luminescence, 40 min | inhibition, % at 5 µM | 330,000 compounds, 1.5% hits | AID 434973, 2010;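 active = inhibition above about 50% at the single test dose, limit read from the data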;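 also: plate controls were DMSO with enzyme for no effect and no enzyme buffer wells for full effect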
Target sequence (Q9BQF6 706-1050 limits assumed): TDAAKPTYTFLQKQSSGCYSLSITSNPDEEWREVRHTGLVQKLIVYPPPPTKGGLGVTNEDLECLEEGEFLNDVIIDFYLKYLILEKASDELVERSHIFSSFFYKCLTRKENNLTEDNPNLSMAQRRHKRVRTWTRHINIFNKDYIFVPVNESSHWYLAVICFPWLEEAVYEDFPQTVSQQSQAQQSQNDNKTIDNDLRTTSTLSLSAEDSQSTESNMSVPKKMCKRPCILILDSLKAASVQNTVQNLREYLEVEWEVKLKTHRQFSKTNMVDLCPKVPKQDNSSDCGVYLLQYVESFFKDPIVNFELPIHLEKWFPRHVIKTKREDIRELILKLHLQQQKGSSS
SENP8 block-2: SENP8 protease inhibitors, primary screen, biochemical, luminescence; purified SENP8, Z-RLRGG-aminoluciferin cleavage; inhibition, % at 10 µM; 330,000 compounds, 1.2% hits; AID 2540, 2010; in the data active = inhibition above about 50%
MIN6 prolif: inducers of MIN6 beta-cell proliferation, primary screen, ATP luminescence, uHTS | MIN6 cells proliferation, ATPlite luminescence, 48 h; cells starved in 0.2% serum; 100% = growth in 10% serum | proliferation, % at 10 µM | 330,000 compounds, 0.29% hits;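 active = compounds whose signal lies at least 3.5 SD above the mean of all wells on their plate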;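 also: 0% = DMSO-treated cells in low-serum medium and 100% = 10% serum control; some compounds called inactive have numbers as strong as hits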
HKDC1 inh: HKDC1 hexokinase inhibitors, primary screen, biochemical, fluorescence, uHTS. Q2TB90. recombinant HKDC1, G6PDH/diaphorase resazurin coupled fluorescence. inhibition, % at 20 µM. 340,000 compounds, 0.16% hits;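 active = inhibition above about 35% when tested at 20 µM, limit read from the data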;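 also: plate controls were DMSO wells with enzyme for no effect and DMSO wells lacking enzyme for full effect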
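Assay system – recombinant HKDC1 (HK5) hexokinase enzyme, produced in-house · Input – HKDC1 at 5 µg/mL · Reagent – glucose plus 1 mM ATP as hexokinase substrates · Timing – 90 min reaction incubation at room temperature, dark · Measured by – G6PDH/diaphorase-coupled fluorescence, 1 mM NADP, 100 µM resazurin, 525/613 nm · Benchmarks – DMSO-enzyme wells negative, buffer-substituted wells positive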
PfGluPho inh: PfG6PD enzyme inhibitors, primary screen, biochemical, fluorescence intensity, uHTS. glucose-6-phosphate dehydrogenase-6-phosphogluconolactonase (Plasmodium falciparum 3D7). AID 504690, 2011. inhibition, % at 20 µM. PfGluPho enzyme, NADPH resazurin-diaphorase fluorescence. 350,000 compounds, 0.78% hits;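 active = inhibition reaching at least a set limit at 20 µM in the primary screen, cut at about 59% in these data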;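 also: 0% = DMSO wells with substrate and 100% = DMSO wells lacking glucose-6-phosphate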
UBC13 inh: UBC13 polyubiquitin chain formation inhibitors, primary screen, biochemical, TR-FRET, uHTS. Ubiquitin-conjugating enzyme E2 N (Homo sapiens), P61088. inhibition, % at 20 µM. 330,000 compounds, 0.47% hits. AID 485273, 2010; in the data active = inhibition above about 45%, passing the limit was not always enough
Target sequence (P61088 whole entry, looked up): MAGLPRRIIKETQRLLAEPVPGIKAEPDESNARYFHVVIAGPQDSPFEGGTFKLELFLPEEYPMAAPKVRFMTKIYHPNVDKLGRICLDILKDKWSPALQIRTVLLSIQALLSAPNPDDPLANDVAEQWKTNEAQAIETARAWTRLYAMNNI
SENP6 inh: SENP6 protease inhibitors, primary screen, biochemical, luminescence, uHTS | Sentrin-specific protease 6 (Homo sapiens), Q9GZR1 | Recombinant SENP6 catalytic domain, aminoluciferin luminescence | inhibition, % at 10 µM | 330,000 compounds, 1.8% hits;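 active = inhibition above about 50% at the single tested dose, limit read from the data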;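 also: plate controls were DMSO wells with enzyme for no effect and DMSO wells lacking enzyme for full effect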
Active calls of the source: *; i = inactive.

nr	Structure	SENP7 inh	SENP1 inh	MIN6 prolif	HKDC1 inh	SENP6 inh	SENP8 block-1	UBC13 inh	PfGluPho inh	SENP8 block-2
1	O=C(Nc1ccc(Oc2ccccc2)nc1)C1CCN(Cc2ccccc2)CC1	1.3	0.8	-0.6	2.2	3.0	12.1	1.8	-2.6	6.5
2	COc1ccc(S(=O)(=O)N2CCc3ccccc32)cc1C(=O)NCc1ccco1	-10.3	0.6	4.9	2.3	-11.7	-1.8	-1.9	-2.9	9.7
3	CC(=O)Nc1ccc(Sc2ncccc2C(=O)Nc2ccc(F)cc2)cn1	1.9	0.4	-0.6	-11.5	-7.0	10.3	3.9	14.3	7.9
4	CCOC(CCNC(=O)CCC(=O)Nc1ccc2nc(N3CCN(C)CC3)cc(C)c2c1)OCC	-4.3	3.3	-2.1	-2.0	-1.0	-307.1	6.4	7.8	-5.8
5	COc1cc(NC(=O)C2CC(c3cccc(Br)c3)=NO2)cc(OC)c1OC (stereo not given)	8.5	1.6	-3.4	6.2	-31.0	16.1	-5.3	-11.4	-9.1
6	COC(=O)N1N=C(c2ccccc2)CC1(O)C(F)(F)F (stereo not given)	3.6	2.3	-1.7	-4.5	-0.5	10.7	1.2	-1.1	3.2
7	CCOC(=O)C(=O)Nc1ccc(OC)c(Cl)c1	-2.4	1.0	-1.4	0.1	7.6	-13.9	3.6	-3.6	-5.1
8	COC(=O)C(O)(NC(=O)c1ccncc1)C(F)(F)F (stereo not given)	-0.6	-0.1	-3.4	-6.9	-10.1	12.9	-2.9	-9.4	3.7
9	CCCCc1nc(NCC2CCCO2)c(C#N)c2c1COC(C)(C)C2 (stereo not given)	2.2	0.5	5.3	0.9	-4.2	i	9.9	13.2	3.2
10	CCc1nnc(NC(=O)CN2CCN(C3CCCCC3)CC2)s1	-13.3	2.2	-4.3	-9.9	-28.7	9.8	0.4	1.4	-0.4
11	CNC(=S)NC1(C)CCS(=O)(=O)C1 (stereo not given)	7.0	2.2	-2.7	-4.5	-6.2	20.6	-3.3	-3.2	8.7
12	CCc1ccccc1NC(=O)Cn1nc(C)n2cccc2c1=O	10.0	0.6	-1.5	-1.3	20.6	13.6	-5.4	-1.7	-1.1
13	COc1cccc(C(=O)Nc2c(C(N)=O)oc3ccccc23)c1	0.3	0.6	7.1	-1.7	6.3	-7.9	1.9	36.7	8.3
14	C=CCC1=C/C(=C\c2c(N)n3nc(CC(=O)N4CCOCC4)sc3nc2=O)C=C(OC)C1=O	-0.5	-21.4	-4.7	8.4	12.8	-55.9	-72.8	11.6	8.5
15	Cc1ccccc1OCCn1cc(C(=O)C(=O)N2CCOCC2)c2ccccc21	-10.6	0.7	1.5	-4.6	-18.2	11.1	40.7	15.1	6.4
16	COc1ccc(-c2cc(C(=O)Nc3cc(C)nn3-c3ccccc3)no2)cc1OC	-5.0	3.3	2.4	-7.4	-10.1	-44.3	26.7	-17.0	-3.1
17	COc1ccc(S(=O)(=O)NC(C)C(=O)NCc2ccc3c(c2)OCO3)cc1OC (stereo not given)	2.6	0.7	-2.2	2.9	-19.8	5.5	-2.4	-11.9	-9.9
18	CC(=O)c1ccccc1OC(=O)c1ccc(-c2ccccc2)cc1	0.4	1.4	-1.9	-0.3	10.9	6.7	-5.4	19.1	10.4
19	COc1cc2c(cc1OC)-c1cc(Nc3ccccc3)nc(=O)n1CC2	-0.8	-26.3	1.2	-1.3	-14.1	-448.2	1.0	-1.3	-0.2
20	CCOC(=O)c1cnc(-c2ccc(C(F)(F)F)cn2)[nH]c1=O	1.1	2.0	-1.4	-6.5	-2.7	6.5	-11.8	-1.7	2.6
21	NC(=O)CN1C(=O)C(O)(CC(=O)/C=C\C=C\c2ccccc2)c2ccccc21 (stereo not given)	14.1	-0.1	0.0	9.0	18.2	19.5	-5.0	15.5	0.0
22	COc1ccc(-n2nc(C(=O)NCC(=O)N3CCCCCC3)c3ccccc3c2=O)cc1OC	2.9	0.9	-2.1	-0.3	3.1	-50.5	0.2	11.2	6.3
23	CCOc1cc(C(=O)OC(C)C(=O)Nc2ccc(S(N)(=O)=O)cc2)ccc1OCC(=O)N1CCOCC1 (stereo not given)	-3.1	0.2	-1.9	-1.5	-6.8	3.6	-7.7	1.8	2.6
24	COc1ccccc1N(CC(=O)NCC1CCCO1)C(=O)CNS(=O)(=O)c1ccc(Cl)cc1 (stereo not given)	-2.0	2.9	0.6	-7.2	-4.1	14.0	-6.2	-6.9	-1.5
25	Cc1ccc(-c2noc(CCC(=O)Nc3ccc4c(c3)OCO4)n2)cc1	2.5	-0.6	-1.3	-1.6	-3.4	27.1	1.2	4.9	-8.1
26	O=C(Nc1ccncc1)c1ccc(Cl)c(S(=O)(=O)N2CCc3ccccc32)c1	-6.5	0.7	-6.2	4.3	-12.3	7.7	7.9	9.6	-7.4
27	O=C(NC1CCCCC1)c1cccnc1Sc1ccccc1	3.4	-1.7	-2.4	-2.1	2.3	5.0	3.2	-1.2	3.0
28	CN(C)c1ccc(/C=C/c2ccc3ccccc3[n+]2C)cc1	9.6	6.5	0.0	-0.5	27.1	32.7	i	27.6	12.9
29	O=C(NNC(=O)c1ccc(SCC2CCCO2)c([N+](=O)[O-])c1)c1ccc(F)cc1 (stereo not given)	6.1	2.4	-0.8	18.4	2.6	18.1	2.5	8.9	1.4
30	CCOc1cc(-c2ccc(N)c(OCC)c2)ccc1N	4.1	17.5	2.0	4.9	-4.2	-276.1	-13.8	0.1	-0.2
31	COc1cc(OC)c(OC)cc1C#N	12.8	4.3	6.7	-1.8	-4.0	1.8	-6.3	-14.7	-11.1
32	Cc1ccccc1CC1(CO)CCCN(C(=O)c2ccc3ncccc3c2)C1 (stereo not given)	-2.1	-1.3	1.3	-1.0	0.4	0.1	3.0	-7.2	2.9
33	O=C(COC(=O)C1CC1)NCCNC(=O)COC(=O)C1CC1	-1.6	2.9	-3.9	-1.6	-6.4	2.2	-3.8	-8.7	-6.1
34	O=C(N/N=C/c1cccs1)c1ccc(NC(=O)c2ccccc2Cl)cc1	5.6	2.5	1.3	-10.2	-2.8	-12.2	-0.8	14.3	-4.4
35	CCOC(=O)c1c(NC(=O)CSc2nc3ccc(C)cc3[nH]2)sc2c1CC(C)(C)NC2(C)C	3.6	-24.5	-6.0	-2.5	-10.8	-7.7	21.5	16.3	-8.4
36	O=C(CCc1nnc(CCCCc2ccccc2)o1)NC(c1cccnc1)C(F)(F)F (stereo not given)	3.6	0.1	-2.4	-8.2	-4.6	8.6	-0.1	-4.0	4.7
37	C#CCOCCOCCOCCNc1nc(N2CCN(C(=O)C([C@@H](C)O)n3cc([C@@H](N)CCCCN)nn3)CC2)nc(N2CCN(C(=O)[C@H](CC(N)=O)n3cc([C@@H](N)C(C)C)nn3)CC2)n1 (stereo not given in full)	-6.0	-0.6	1.4	-4.1	-13.8	5.3	16.6	2.4	1.5
38	O=C(CN1C(=O)c2ccccc2S1(=O)=O)Nc1ccc(S(=O)(=O)N2CCCCC2)cc1	1.5	3.0	-2.6	-0.8	-10.1	35.6	-2.2	-4.1	-8.7
39	COc1ccc(C2=NS(=O)(=O)N(C)C(C(=O)Nc3ccc(C)cc3)=C2)cc1	1.8	1.6	-4.9	2.5	-12.0	18.1	-4.3	31.0	1.3
40	Cc1cc(=O)n2nc(N3CCCC3C(=O)Nc3ccc(C(C)C)cc3)sc2n1 (stereo not given)	-1.6	-1.5	2.2	1.9	-4.3	5.2	7.2	3.5	-1.3
41	CCOc1ccccc1NC(=O)CN1c2cccc3cccc(c23)S1(=O)=O	-2.6	-34.5	-4.6	16.1	-3.9	-493.0	6.4	23.9	3.7
42	COc1ccc(NC(=O)c2oc3ccccc3c2NC(=O)C2CC2)c(OC)c1	3.9	-9.4	0.2	1.5	8.2	-28.6	4.6	0.2	10.1
43	Cc1cc(NC(=O)CSc2nccn2C)no1	1.1	3.2	2.6	-9.7	-15.8	1.3	-3.3	-1.9	-9.3
44	O=C(CSc1nc2c(cnn2-c2ccccc2)c(=O)[nH]1)c1ccc(Cl)cc1	3.4	0.4	1.4	-11.2	-17.7	1.3	-23.6	-39.5	-1.4
45	O=C(NCCN1CCNC1=O)C1CCC(=O)N(CCc2ccccc2)C1 (stereo not given)	-1.7	-0.5	-3.1	-4.9	-2.6	5.8	-1.1	-9.1	13.4
46	CCCCCC(=O)N1CCN(S(=O)(=O)c2ccc3c(c2)OCCCO3)CC1	-2.0	3.2	-2.1	-2.9	-13.9	16.7	-5.2	5.3	0.2
47	Cc1cc(N2CCN(C(=O)c3ccco3)CC2)n2nc(C)nc2n1	5.2	1.9	-1.2	6.9	-8.5	3.0	-3.0	-17.2	-12.4
48	Cc1cc(Cl)n2ncc(-c3ccccc3)c2n1	1.0	-3.5	-3.2	1.9	-2.9	-33.0	0.1	5.1	-7.6
49	O=C(CSc1nccn(-c2ccc3c(c2)OCCO3)c1=O)Nc1ccccc1	9.2	0.1	-3.9	-3.4	-8.7	-420.5	8.1	11.1	-1.4
50	CCC(Oc1ccccc1)C(=O)OCC(=O)Nc1sccc1C(N)=O (stereo not given)	-1.2	-23.9	-1.9	1.1	5.2	-6.4	12.1	2.2	-10.9
51	C=CCNC(=O)C1COc2ccccc2O1 (stereo not given)	-7.9	1.3	0.6	-0.6	-23.5	36.3	-10.7	12.0	-5.2
52	Cc1cc2oc3cc(NCCC4CCCN4C)ccc3c(=O)c2cc1C (stereo not given)	2.8	-82.5	-7.9	3.2	21.6	-487.5	61.2*	18.8	6.0
53	O=C1Nc2ccccc2C(=O)N2C[C@@H](O)C[C@H]12	-2.6	0.3	-2.6	-5.6	-3.8	-32.2	-6.4	1.3	-3.2
54	CN(CC(=O)Nc1ccc(Cl)c(C(F)(F)F)c1)C(=O)c1cccc(N2C(=O)CCC2=O)c1	-0.5	0.5	1.2	2.7	0.1	3.8	6.8	-0.3	5.7

3 compounds already listed, sorted by the number in SENP8 block-2, descending:
entry	compound	SENP7 inh	SENP1 inh	HKDC1 inh	SENP6 inh	UBC13 inh	PfGluPho inh	SENP8 block-2
45	O=C(NCCN1CCNC1=O)C1CCC(=O)N(CCc2ccccc2)C1 (stereo not given)	-1.7	-0.5	-4.9	-2.6	-1.1	-9.1	13.4
34	O=C(N/N=C/c1cccs1)c1ccc(NC(=O)c2ccccc2Cl)cc1	5.6	2.5	-10.2	-2.8	-0.8	14.3	-4.4
31	COc1cc(OC)c(OC)cc1C#N	12.8	4.3	-1.8	-4.0	-6.3	-14.7	-11.1
